Bcl-XL Bim block: disrupts Bim peptide binding to human Bcl-XL. bead flow cytometry, fluorescence. Q07817. inhibition, % at 10 µM. 0.04% of 190,000 active
Target sequence (Q07817 whole entry, looked up): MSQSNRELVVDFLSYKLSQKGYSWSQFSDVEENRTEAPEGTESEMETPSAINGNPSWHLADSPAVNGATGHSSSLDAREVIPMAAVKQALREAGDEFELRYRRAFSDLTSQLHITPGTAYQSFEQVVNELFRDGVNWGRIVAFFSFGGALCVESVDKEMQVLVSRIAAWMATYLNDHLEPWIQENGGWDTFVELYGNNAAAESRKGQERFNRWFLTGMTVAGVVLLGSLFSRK
RGS4-Gao reg: human RGS4-Galphao interaction regulation | P09471 | Multiplexed bead flow cytometry, RGS4-Galphao binding; actives lie on both sides | binding response (% of control), % at 10 µM | 0.33% of 220,000 active | AID 1415; in the data active means binding response below about 49% or above about 150%; inactive means in between;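 further: fluorescent Galphao activated with aluminum fluoride binding bead-coupled RGS4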
GSH bead fluor: GSH bead compound fluorescence profile; GSH beads flow cytometry, compound fluorescence 488/530 nm; active compounds read high; fluorescence (KMESF) at 10 µM; 0.25% of 190,000 active; in the data active means fluorescence above about 89;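 further: glutathione beads carrying GST-tagged Bcl family fusion proteins plus one bare bead set; values are compound well signal with DMSO vehicle wells as background; inactives centre near 16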
Bcl-2 Bim block: human Bim-Bcl-2 interaction inhibition | P10415 | Bead-based flow cytometry, Bim peptide-Bcl-2 binding | inhibition, % at 10 µM | 0.06% of 190,000 active; in the data active means inhibition above about 40%; inconclusive means no clear call, values can overlap the other calls;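 further: 0% = no compound wells with probe peptide and 100% = reference peptide inhibitor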
Target sequence (P10415 whole entry, looked up): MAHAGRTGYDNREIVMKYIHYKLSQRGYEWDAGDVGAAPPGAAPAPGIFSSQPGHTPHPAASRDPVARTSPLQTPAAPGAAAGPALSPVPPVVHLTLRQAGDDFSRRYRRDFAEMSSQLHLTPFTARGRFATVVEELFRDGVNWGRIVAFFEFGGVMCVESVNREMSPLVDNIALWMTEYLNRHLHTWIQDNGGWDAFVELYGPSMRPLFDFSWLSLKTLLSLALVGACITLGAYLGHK
Bim-Bfl-1: disrupts Bim binding to human Bfl-1. Q16548. Bead-based flow cytometry, Bim-Bfl-1 binding inhibition. inhibition, % at 10 µM. 0.12% of 190,000 active;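 further: 0% = wells without compound plus tracer and 100% = blocker peptide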
RGS7-Gao reg: human RGS7-Galphao interaction regulation; Multiplexed bead flow cytometry, RGS7-Galphao binding; actives lie on both sides; binding response (% of control), % at 10 µM; 0.35% of 220,000 active; in the data active means binding response below about 49% or above about 150%; inconclusive means no clear call, values can overlap the other calls; inactive means in between;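 further: fluorescent Galphao held in activated GDP-AlF4 state binding bead-coupled RGS7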
RGS8-Gao: regulators of human RGS8-Galphao interaction; P09471; multiplexed bead flow cytometry, RGS8-Galphao binding; actives lie on both sides; response (percent of control binding), % at 10 µM; 0.34% of 220,000 active; in the data active means response below about 60% or above about 140%; inactive means in between;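 further: Galphao activated as the GDP aluminium fluoride complex binding bead-coupled RGS8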
Mcl-1 Bim block: human Bim-Mcl-1 interaction inhibition | Bead-based flow cytometry, Bim peptide-Mcl-1 binding | inhibition, % at 10 µM | 0.1% of 190,000 active;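 further: 0% = no compound tracer wells and 100% = peptide blocker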
Target sequence (Q07820 whole entry, looked up): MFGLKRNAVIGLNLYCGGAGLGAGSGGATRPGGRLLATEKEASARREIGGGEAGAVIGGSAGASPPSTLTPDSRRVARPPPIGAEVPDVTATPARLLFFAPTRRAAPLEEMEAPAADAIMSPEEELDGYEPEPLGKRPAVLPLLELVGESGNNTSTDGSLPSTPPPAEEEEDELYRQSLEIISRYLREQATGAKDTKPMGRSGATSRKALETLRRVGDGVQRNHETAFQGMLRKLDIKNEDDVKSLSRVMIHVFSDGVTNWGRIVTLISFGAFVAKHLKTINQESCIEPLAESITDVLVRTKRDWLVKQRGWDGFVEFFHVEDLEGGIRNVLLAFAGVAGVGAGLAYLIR
Mcl1-Bid inh: disrupts binding of human Mcl-1 to Bid peptide; Q07820; TR-FRET Mcl-1/Bid-Dy647 peptide binding, 1536-well; inhibition, % at 21.7 µM; 0.97% of 220,000 active;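 active means compounds that cut the binding signal by more than half at the single screening dose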;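 further: His-tagged Mcl-1 with europium anti-His antibody binding Bid BH3 peptide; 0% = Mcl-1 plus peptide wells and 100% = peptide-only wells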
Bcl-B Bim block: inhibitors of Bim-Bcl-B interaction, human. AID 951. inhibition, % at 10 µM. bead-based flow cytometry, Bim peptide-Bcl-B binding. 0.073% of 190,000 active. Q9HD36;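 further: 0% = tracer peptide without compound and 100% = reference inhibitor peptide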
Bcl-W Bim block: disrupts Bim peptide binding to human Bcl-W; Q92843; bead-based flow cytometry; inhibition, % at 10 µM; 0.02% of 190,000 active;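 further: 0% = bound tracer without compound and 100% = peptide blocker; higher means less fluorescent Bim peptide bound to Bcl-W beads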
Target sequence (Q92843 whole entry, looked up): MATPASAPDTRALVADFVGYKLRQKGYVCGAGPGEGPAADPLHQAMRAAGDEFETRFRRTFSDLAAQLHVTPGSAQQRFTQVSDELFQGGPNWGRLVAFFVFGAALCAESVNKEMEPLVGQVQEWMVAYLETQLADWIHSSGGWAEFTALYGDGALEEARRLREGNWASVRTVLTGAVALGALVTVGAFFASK
Active calls of the source: *; ? = inconclusive; · = no result given. Unless noted, no stated cut-off is given here; in the data, active means inhibition above about 40%.

SMILES	Bcl-XL Bim block	RGS4-Gao reg	GSH bead fluor	Bcl-2 Bim block	Bim-Bfl-1	RGS7-Gao reg	RGS8-Gao	Mcl-1 Bim block	Mcl1-Bid inh	Bcl-B Bim block	Bcl-W Bim block
Cc1ccc(NS(=O)(=O)c2cc(C(=O)N3CCCC3)ccc2C)cc1C	-5	100	20	-4	-2	93	97	0	-4	-3	0
COc1ccc(NC(=O)CN2CCCC(C)C2)c([N+](=O)[O-])c1 (stereo not drawn)	-14	91	36	-8	-11	98	96	-3	-4	-6	1
O=Cc1ccc(OCC(=O)Nc2ccccc2C(F)(F)F)cc1	2	98	21	-2	-3	?	97	1	-23	-1	0
COc1ccc(C(=O)NCC(=O)OCC(=O)Nc2cc(OC)ccc2OC)cc1	-11	103	37	-6	-10	101	97	0	-47	-8	2
CCOC(=O)C(NC(C)=O)(Nc1ccc(S(=O)(=O)Nc2cc(C)on2)cc1)C(F)(F)F (stereo not drawn)	-2	102	16	2	0	100	105	-1	4	-1	-1
O=C(CCN1C(=O)c2ccccc2C1=O)Nc1cccc(S(=O)(=O)N2CCCCC2)c1	-2	97	15	-8	-9	101	98	0	-1	-6	0
CCOC(=O)c1cc(-c2ccccc2)sc1NC(=O)CSc1nnc(N)s1	0	103	15	-4	-2	102	104	1	-47	-5	0
CNC(=O)C1CC(=O)N(CCCc2ccccc2)C(=Nc2ccccc2)S1 (stereo not drawn)	-10	94	47	-5	-4	92	87	-5	12	-6	0
Cc1nnc(SCC(=O)NCc2ccccc2Cl)[nH]c1=O	-4	93	20	0	-6	90	95	-1	-15	-4	-2
Cc1ccc(NC(=O)N2CCCC2C(=O)NCc2cccs2)cc1 (stereo not drawn)	-1	100	19	6	0	103	103	1	-10	0	2
CCOC(=O)NC(=O)COC(=O)CNC(=O)c1ccc(OCC)c(OCC)c1	0	95	27	-3	-4	?	99	0	-20	-3	0
Cc1cc(CNC(=O)COc2ccccc2)c2ccccc2n1	-1	102	13	-1	-5	103	101	0	-16	-2	-1
O=C(CCCNS(=O)(=O)c1cccs1)N1CCN(c2ccc(F)cc2)CC1	-5	100	24	-3	-3	99	99	-4	-24	-4	-2
CCCS(=O)(=O)c1c(S(=O)(=O)CCC)c2c(N)cccn2c1C(=O)c1ccc(OC)cc1	4	102	20	4	12	103	103	2	-82	-4	8
CCC1C/C(=C/c2ccco2)C(=O)/C(=C/c2ccco2)C1 (stereo not drawn)	5	94	17	9	14	98	95	5	-13	-3	7
COc1cc(C)ccc1OCCOCCOc1cccc2ccc(C)nc12	0	93	18	-3	-1	98	97	0	-13	-4	1
Cc1cc(C)c(C(=O)OCC(=O)NCc2cccs2)c(C)c1	0	98	14	-2	-2	95	98	-6	-14	-3	-2
Cc1ccc(C)c2sc(NC(=O)c3ccc(N4CCCCC4)c([N+](=O)[O-])c3)nc12	-12	95	34	-15	-17	94	97	-4	-7	-9	-2
Cc1cc(C)c2nc(SCC(=O)N3CC(=O)Nc4ccccc43)c(C#N)cc2c1	0	98	28	-1	-2	101	103	-3	-88	-4	-4
Cc1cccc(C(C)C)c1NC(=O)COC(=O)c1cccc(S(=O)(=O)N2CCc3ccccc3C2)c1	-2	103	9	0	0	98	107	-1	-1	-9	-2
COc1ccc(/C=C\c2nc(=O)c3ccccc3o2)cc1	-3	95	28	-1	-3	93	92	1	-12	-3	0
COc1ccc(CC(=O)Nc2ccc(C(=O)NCC(C)C)cc2)cc1	-1	99	22	-3	-2	101	102	0	-10	0	-1
CCc1noc(C)c1C(=O)Nc1nnc(C2CCCCC2)s1	-4	105	10	-1	-5	100	101	-1	-18	-7	-7
COc1cccc(N(CC(=O)NC2CCCC2)C(=O)Cn2nnc(-c3ccc(C)cc3)n2)c1	-9	99	26	-11	-24	104	101	-6	-16	-12	-4
Cc1nn(CC(=O)Nc2ccc(C#N)cc2)c(C)c1[N+](=O)[O-]	-4	104	13	-3	-5	103	100	0	-29	-2	-7
SMILES	Bcl-XL Bim block	RGS4-Gao reg	GSH bead fluor	Bcl-2 Bim block	Bim-Bfl-1	RGS7-Gao reg	RGS8-Gao	Mcl-1 Bim block	Mcl1-Bid inh	Bcl-B Bim block	Bcl-W Bim block
CC(C)Sc1nc2c(cnn2-c2ccc(F)cc2)c(=O)[nH]1	-3	100	19	-2	-11	98	99	1	12	-5	2
Cc1ccc(C(=O)NCCNS(=O)(=O)c2ccccc2)cc1	-5	94	5	-4	-10	98	99	4	-8	-3	1
N#CCSC1=Nc2ccccc2C2=NC(CCC(=O)N3CCN(c4ccccc4)CC3)C(=O)N12 (stereo not drawn)	9	81	41	2	2	84	94	3	0	-1	-1
Cc1ccc(N2CC(C(=O)Oc3cccc(N4C(=O)CCC4=O)c3)CC2=O)cc1 (stereo not drawn)	-4	98	23	-10	-12	104	100	-2	-10	-9	0
COc1ccc(NCc2ccc3c(c2)OCO3)cc1Cl	-1	97	15	2	2	98	99	-1	-19	-3	-1
CC(=O)c1c(C(C)=O)c(C)n(C(c2ccccc2)c2ccccc2)c1C	-4	96	22	-2	7	98	96	-1	-25	0	0
CCOC(=O)C1(Cc2cccc(F)c2)CCN(C(=O)c2ccoc2C)CC1	0	101	10	0	2	98	99	-5	4	0	-3
Clc1ccc(-c2ccc(C=Nc3ccc(N4CCOCC4)cc3)o2)c(Cl)c1	0	101	14	1	7	?	101	0	-15	5	0
CCCCOc1ccc(CONS(=O)(=O)c2ccc(NC(C)=O)cc2)cc1Cl	2	95	14	-3	-4	101	104	1	1	0	1
Cc1ccc2c(c1)CCCN2C(=O)c1ccoc1C	-2	101	27	-2	-2	99	101	-4	-12	-6	-2
Cc1cc(CNC(=O)c2ccc3c(c2)OCO3)c2ccccc2n1	0	91	8	1	0	92	94	4	-31	0	2
C=CCn1cc(C(=O)NCC2CCCO2)c(=O)c2cc(S(=O)(=O)N3CCCCCC3)ccc21 (stereo not drawn)	-1	105	47	-8	-11	101	101	0	9	-8	-1
CCCN(CCC)c1ncnc2c1cnn2-c1ccc(OC)cc1	-1	99	13	1	1	101	100	-2	6	-2	-2
Cc1c(Cl)c([N+](=O)[O-])nn1CCCC(=O)Nc1cc(Cl)ccc1Cl	-3	102	10	-13	-28	101	106	0	4	0	0
CCn1c(CNc2ccccc2Cl)nnc1SCC(=O)OC1CCCCC1	-6	99	25	-8	-10	99	100	-3	-16	-10	-4
Cc1ccccc1NC(=O)c1ccccc1NC(=O)Cc1cccc2ccccc12	0	109	30	0	1	106	112	-1	-3	-4	-1
O=C(COC(=O)C1CCN(S(=O)(=O)c2cccs2)CC1)NCc1ccccc1	-1	96	14	-3	-3	93	98	-1	-10	-1	-1
O=C(CCc1ccccc1)Nc1nnc(-c2ccccn2)o1	-3	96	14	-12	-16	96	100	-1	-26	-5	-2
O=c1c(O[C@@H]2O[C@H](CO)[C@@H](O)[C@H](O)[C@H]2O)c(-c2ccc(O)c(O)c2)oc2cc(O)cc(O)c12	4	98	63	1	1	92	99	4	0	2	1
COc1ccc(C2CC2/C(C)=N/OC(=O)c2cccs2)cc1 (stereo not drawn)	-9	100	33	-9	-15	96	98	-3	-17	-6	-2
COc1ccc(NC(=O)c2ccc(-c3nn(C)c(=O)c4ccccc34)cc2)cc1	0	107	11	2	-2	113	107	0	1	0	-1
Clc1ccc2c(c1)C(c1cccs1)=NNC(c1cccnc1)=N2	-2	99	12	2	8	103	97	-2	0	-1	-3
COC(=O)c1ccc(C)c(NC(=O)CCSc2ccc(C)cc2)c1	-6	99	15	-7	-13	98	102	-1	-22	-9	-4
O=C(Nc1nnc(COc2ccccc2)s1)c1ccco1	0	104	15	0	-3	105	101	-4	-38	0	0
CN1c2ccccc2C2(C)CCCC3=Cc4cccc([N+](=O)[O-])c4OC312 (stereo not drawn)	-7	96	12	-1	-2	98	84	-4	-47	-6	-3
SMILES	Bcl-XL Bim block	RGS4-Gao reg	GSH bead fluor	Bcl-2 Bim block	Bim-Bfl-1	RGS7-Gao reg	RGS8-Gao	Mcl-1 Bim block	Mcl1-Bid inh	Bcl-B Bim block	Bcl-W Bim block
Cc1nnc(SCc2cc(=O)n3[nH]cnc3n2)s1	-2	100	23	-12	-14	100	101	-1	28	-8	0
CC(=O)N1CCc2cc(N=NC3=C(O)CCCC3=O)ccc21	-3	102	14	-1	-6	100	101	-1	-29	-2	0
O=C(Nc1cnn(Cc2ccc(Cl)cc2)c1)c1cnccn1	-3	101	25	-9	-11	98	100	2	-41	-6	1
COc1cnc(-c2ccccn2)nc1Sc1ccc(Cl)cc1	0	98	25	0	0	101	102	0	-11	0	0
C=CCn1c(C(C)NC(=O)CC)nc2ccccc21 (stereo not drawn)	-5	103	8	-12	-17	100	102	-2	-6	-9	-1
Cc1nc2c(=O)[nH]c(=S)n(C)c2nc1C	-3	98	7	5	15	126	87	-9	-10	-26	-3
Clc1ccc(-c2nnc(-c3ccccc3Cl)o2)cc1	-3	101	23	-3	-6	96	99	-2	-2	-5	-3
O=S(=O)(NC1CC1)c1ccc(S(=O)(=O)N2CCN3CCCC3C2)cc1 (stereo not drawn)	-3	101	33	1	7	100	102	-6	-15	-1	-8
COc1ccc(NC(=O)NCc2cccnc2)cc1OC	6	93	28	-3	-10	83	98	-1	-16	-3	0
CCC(Oc1ccccc1)C(=O)O/N=C(\N)c1ccc(OC)c(OC)c1 (stereo not drawn)	-6	100	10	-9	-10	100	99	-7	-10	-10	-6
O=C(/C=C/c1cccc([N+](=O)[O-])c1)Nc1ccccc1N1CCOCC1	-1	99	11	-2	-1	100	97	-2	0	-6	-3
CCc1ccc2c(c1)C1(NN=C(c3ccc(C)cc3)S1)C(=O)N2 (stereo not drawn)	-5	100	21	4	2	102	98	-5	-32	-11	-4
CCC1CCCCN1CCCNC(=O)Cn1nc(-c2ccccc2)ccc1=O (stereo not drawn)	-12	110	34	-15	-2	114	133	-10	-2	-6	-7
N#Cc1c(N)c(C(=O)c2ccc(Cl)cc2)n2c1CCC2	0	100	36	-4	-11	103	103	2	-13	-5	4
CC(=O)Nc1ccc(S(=O)(=O)Nc2ccc(-c3ccc4nnc(C)n4n3)cc2)cc1	4	100	9	0	-3	96	98	2	3	0	2
COC(=O)c1sc2nc(SCc3ccccc3C)n(N)c(=O)c2c1C	·	95	34	?	·	95	91	·	-4	·	·
CC(C)[C@H](NC(=O)c1ccc(Cl)c([N+](=O)[O-])c1)C(=O)NCc1ccc(Cl)cc1Cl	-3	97	7	0	0	101	104	-2	-34	-3	0
FC(F)Oc1ccc(NC(=S)NCc2nc3ccccc3[nH]2)cc1	1	100	10	1	-5	94	97	0	-32	-7	2
O=C(COC(=O)C12CC3CC(CC(O)(C3)C1)C2)NC12CC3CC(CC(C3)C1)C2	-2	103	11	-1	-5	?	103	1	-6	-2	1

Retrieved one by one from the entries so far (4):
SMILES	Bcl-XL Bim block	RGS4-Gao reg	GSH bead fluor	Bcl-2 Bim block	Bim-Bfl-1	RGS7-Gao reg	RGS8-Gao	Mcl-1 Bim block	Mcl1-Bid inh	Bcl-B Bim block	Bcl-W Bim block
CCc1ccc2c(c1)C1(NN=C(c3ccc(C)cc3)S1)C(=O)N2 (stereo not drawn)	-5	100	21	4	2	102	98	-5	-32	-11	-4
CC(=O)N1CCc2cc(N=NC3=C(O)CCCC3=O)ccc21	-3	102	14	-1	-6	100	101	-1	-29	-2	0
CC(C)[C@H](NC(=O)c1ccc(Cl)c([N+](=O)[O-])c1)C(=O)NCc1ccc(Cl)cc1Cl	-3	97	7	0	0	101	104	-2	-34	-3	0
Cc1nc2c(=O)[nH]c(=S)n(C)c2nc1C	-3	98	7	5	15	126	87	-9	-10	-26	-3
